IL2 activator – IL-2 activation; IL-2 activation reporter assay, cell-based qHTS; stimulated with anti-CD3/CD4/CD28 beads; in transgenic mouse T cells; activation, % (series mostly up to about 46 µM); 360,000 tested, 0.065% active; in the data active = activation above about 50%; inconclusive = mostly about 30% to 49%; also: 0% is about no effect
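Unstimulated transgenic mouse T cells, 750 per well, received compound and, after 60 minutes, anti-CD3/anti-CD4 bead plus anti-CD28 stimulation. EGFP and DsRed were quantified after 18 hours.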
Abeta yeast res – restores growth of yeast expressing A-beta42 peptide; yeast expressing A-beta42, growth rescue, OD600, 48 h; response scale: 0% DMSO, 100% iron-clioquinol control; Potency, µM (series often up to 46.1 µM), inactives show at the top dose growth rescue, actives largely listed as activators; 410,000 tested, 0.063% active; AID 1347071; also: potency is read from the fitted curve at half-maximal effect; nearly all actives have a fitted effect of over 55% in size
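Growth rescue measured by 600 nm absorbance after 48 h yeast culture at 30 C with compound. Values normalized between DMSO and an equimolar ferric chloride plus clioquinol control.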
EPAC1 antag – antagonists of human EPAC1 | O95398 | EPAC1 GEF assay, Rap1b-BODIPY-GDP exchange fluorescence | Potency, µM (doses to about 115 µM), for the others: at the highest dose activity change, negative = inhibition, actives largely listed as inhibitors | 360,000 tested, 0.14% active;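 also: potency is read from the fitted curve at half-maximal effect; plate controls were vehicle for no effect and positive control for full effect; nearly all actives have a fitted effect of over 50% in size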
PLK1 PBD block – PLK1 (human) polo-box domain binding inhibition; P53350; 360,000 tested, 2.8% active; Plk1 PBD binding of FITC phosphopeptide, fluorescence polarization; AID 720504; Potency, µM, for the others: max response, negative = inhibition, most hits filed as inhibitors; also: potency is read from the fitted curve at half-maximal effect; series mostly up to about 57 µM; % is scaled to controls: 0 for no effect and ±100 for the full control effect; nearly all actives have a fitted effect of over 65% in size
Target sequence (P53350 whole entry, looked up, the tested form may be a part): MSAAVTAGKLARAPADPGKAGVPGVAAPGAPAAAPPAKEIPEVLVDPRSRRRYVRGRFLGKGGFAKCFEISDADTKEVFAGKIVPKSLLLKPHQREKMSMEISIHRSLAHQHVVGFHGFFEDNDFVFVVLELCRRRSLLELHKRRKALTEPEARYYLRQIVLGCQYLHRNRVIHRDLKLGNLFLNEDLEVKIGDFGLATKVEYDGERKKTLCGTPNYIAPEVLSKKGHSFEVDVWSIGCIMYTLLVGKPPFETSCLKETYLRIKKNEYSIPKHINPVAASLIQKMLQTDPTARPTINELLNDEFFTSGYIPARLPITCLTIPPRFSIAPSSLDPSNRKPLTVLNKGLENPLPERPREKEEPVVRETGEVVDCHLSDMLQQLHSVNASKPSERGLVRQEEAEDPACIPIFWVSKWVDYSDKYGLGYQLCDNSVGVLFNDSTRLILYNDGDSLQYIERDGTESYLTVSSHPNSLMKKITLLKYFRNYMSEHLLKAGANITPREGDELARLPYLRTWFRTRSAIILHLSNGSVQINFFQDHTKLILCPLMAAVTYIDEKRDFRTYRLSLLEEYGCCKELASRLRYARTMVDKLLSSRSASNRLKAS
WRN helicase inh – inhibitors of human WRN helicase; Q14191; WRN helicase unwinding, fluorescent forked duplex, kinetic; Potency, µM (highest dose often 114 µM), without a hit: at the highest dose activity change, negative = inhibition, hits mostly inhibitors; 360,000 tested, 0.46% active; also: potency is read from the fitted curve at half-maximal effect; % is scaled to controls: 0 for no effect and ±100 for the full control effect; nearly all actives have a fitted effect of over 55% in size
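Kinetic fluorescence helicase assay: unwinding of a quenched forked DNA duplex (100 nM final) with 2 mM ATP final raises red fluorescence (525/598 nm). Compounds sat 15 min at room temperature with 20 nM WRN beforehand.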
EPAC1 ag – agonists of human EPAC1. EPAC1 agonist qHTS, biochemical assay; response scale: 100% = response to 6.5 mM cAMP. 360,000 tested, 0.073% active. Potency, µM (highest dose often 154 µM), inactives show top-dose activation, most hits filed as activators; also: potency is read from the fitted curve at half-maximal effect; nearly all actives have a fitted effect of over 60% in size
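Fluorescent GDP-exchange assay: 100 nM EPAC1 with 250 nM Rap1B preloaded with BODIPY-GDP and 50 uM GDP; compounds tested as concentration series, 5 min at room temperature, then read every 5 min for 30 min (ex 480/em 540 nm); normalized to 6.5 mM cAMP.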
PI5P4Ka inh – blocks human PI5P4K alpha kinase activity. P48426. PI5P4Kalpha enzyme, ADP-Glo luminescence, 60 min; hits give low values. AID 652105. max response, %. 330,000 tested, 1.2% active; active = max response of -50% or lower; inconclusive = between -30% and -50%; inactive = -30% or higher; also: value at the top dose of about 77 µM; % is scaled to controls: 0 for no effect and ±100 for the full control effect
Target sequence (P48426 whole entry, looked up): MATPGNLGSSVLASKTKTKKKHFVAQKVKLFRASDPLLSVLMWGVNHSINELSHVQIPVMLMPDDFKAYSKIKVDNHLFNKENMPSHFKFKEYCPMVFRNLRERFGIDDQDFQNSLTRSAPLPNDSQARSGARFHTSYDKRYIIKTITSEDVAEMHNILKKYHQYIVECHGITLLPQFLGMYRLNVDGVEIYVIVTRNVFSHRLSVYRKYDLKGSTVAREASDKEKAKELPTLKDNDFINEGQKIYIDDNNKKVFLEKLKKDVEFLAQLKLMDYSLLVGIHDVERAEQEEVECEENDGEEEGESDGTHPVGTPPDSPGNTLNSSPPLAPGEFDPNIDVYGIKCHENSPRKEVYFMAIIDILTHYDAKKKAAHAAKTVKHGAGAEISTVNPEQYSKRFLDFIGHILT
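Luminescence from ADP-Glo served as readout of PI5P4Kalpha activity in a qHTS format. Reaction: enzyme, substrate, compound, ATP at 5 microM final, 60 min at RT.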
FUS suppressor – FUS proteinopathy suppression in yeast; S. cerevisiae FUS-expressing, growth rescue, OD600, 24 h; Potency, µM (doses to about 76.6 µM), inactives show top-dose growth rescue (activation), most hits filed as activators; 390,000 tested, 0.24% active;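 also: potency is read from the fitted curve at half-maximal effect; plate controls were DMSO vehicle for no effect and reference control for full effect; nearly all actives have a fitted effect of over 55% in size; some results filed as inactive show a strong effect at the top dose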
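Cultures pregrown in 2.5% raffinose medium are shifted to minimal medium containing 2% galactose to express toxic FUS. Compounds are tested at several concentrations. After 24hr at 30C, growth is quantified at 600 nm absorbance.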
An asterisk follows results filed as active; ? = inconclusive; · = no result given; [ ] = remark or other dose. Unless noted, calls follow the shape of the dose curve; as a rule, active = well fitted curve in the direction sought with a large enough effect; inconclusive = small, poorly fitted or top-dose-only effect, or another doubt; inactive = no such curve, though single readings can be large; an effect the other way counts as inactive or inconclusive.

SMILES	IL2 activator	Abeta yeast res	EPAC1 antag	PLK1 PBD block	WRN helicase inh	EPAC1 ag	PI5P4Ka inh	FUS suppressor
COc1ccc(CC(=O)NCc2ccc3c(c2)cc(C)n3C)cc1OC	0.8	-3%	-7%	-12%	0%	13%	-3	13%
CCCOC(=O)C1[C@H]2C(=O)N(C(C)c3ccc(OC)cc3)C[C@]23C=C[C@H]1O3 (stereo partly specified)	0.5	23%	-14%	1%	0%	0%	1	-13%
O=S(=O)(c1ccc(Br)c2ccccc12)N1CCCC1	0.0	21%	-15%	-7%	3%	14%	-3	1%
CCOC(=O)C1CCN(C(=O)c2cc(COc3ccc(OC)c4ccccc34)on2)CC1	2.3	?	-10%	-18%	6%[57.1 µM]	16%	0	44%
O=C(c1ccc(S(=O)(=O)N2CCCCC2)cc1)N1CCN=C1SCc1cccnc1	-3.7	2%	2%	0%	5%	-15%	-5	-25%
CCn1c(CNc2ccc(F)cc2)nnc1SCC(=O)N1CCCc2ccccc21	-1.0	1%	-26%	-18%	-5%	3%	4	-2%
CCn1c(=O)c(=O)[nH]c2cc(C(=O)NC3CCCC3)ccc21	-0.5	-22%	-5%	30µM*	-27%	12%	-12	11%
O=C(COC(=O)c1ccccc1C(=O)N1CCN(c2ccc(F)cc2)CC1)NCc1ccccc1	1.2	1%	-7%	-2%	6%	0%	2	30%
O=[N+]([O-])c1ccc(NCc2ccc3c(c2)OCO3)cc1	0.0	15%	3%	-2%	-7%	4%	4	20%
CN(C)c1ccc(/C=N/NC(=O)Cn2nnc3ccccc32)cc1	-0.3	0%	8%	2%	3%	-3%	-17	·

By substructure: the entries above containing a carbonyl joined to an NH by a bond outside any ring (four)
SMILES	IL2 activator	Abeta yeast res	EPAC1 antag	PLK1 PBD block	WRN helicase inh	EPAC1 ag	PI5P4Ka inh	FUS suppressor
COc1ccc(CC(=O)NCc2ccc3c(c2)cc(C)n3C)cc1OC	0.8	-3%	-7%	-12%	0%	13%	-3	13%
CCn1c(=O)c(=O)[nH]c2cc(C(=O)NC3CCCC3)ccc21	-0.5	-22%	-5%	30µM*	-27%	12%	-12	11%
O=C(COC(=O)c1ccccc1C(=O)N1CCN(c2ccc(F)cc2)CC1)NCc1ccccc1	1.2	1%	-7%	-2%	6%	0%	2	30%
CN(C)c1ccc(/C=N/NC(=O)Cn2nnc3ccccc32)cc1	-0.3	0%	8%	2%	3%	-3%	-17	·

New compounds follow:
SMILES	IL2 activator	Abeta yeast res	EPAC1 antag	PLK1 PBD block	WRN helicase inh	EPAC1 ag	PI5P4Ka inh	FUS suppressor
COc1ccccc1NC(=O)c1c([N+](=O)[O-])c(C(C)(C)C)nn1C	-2.7	-21%	-11%	-4%	-2%	8%	6	-5%
O=c1c([N+](=O)[O-])c(N2CCCCC2)c2ccccc2n1-c1ccccc1	-0.1	-1%	25%	-7%	6%	6%	-20	4%
Cc1ccc2nc3c(c(C(=O)OCC(=O)N(C)C4CCS(=O)(=O)C4)c2c1)CCCC3 (stereo unspecified)	2.7	-8%	-5%	2%	3%	-8%	0	5%
CCN1CCN(c2ncc(C(=O)Nc3ccccc3C(=O)OC)c3ccccc23)CC1	-2.2	11%	-5%	-2%	10%	3%	-2	27%
O=c1c2cn[nH]c2[nH]c(=S)n1-c1ccccc1	1.6	34%	0%	-13%	1%	0%	-23	3%
CCn1c(CSc2n[nH]c(N)n2)nc2cc(C(=O)O)ccc21	-6.4	-16%	11%	-14%	89µM*	-5%	-11	9%
CCOC(=O)Cc1nnn(CC(=O)OCC)n1	0.0	12%	3%	0%	5%	9%	3	-13%
CCOc1ccccc1OCC(O)CNC (stereo unspecified)	-1.4	-7%	15%	-7%	0%	-4%	·	2%
COC(=O)CC(c1ccc(C(C)C)cc1)n1cccc1 (stereo unspecified)	-0.7	-19%	-16%	-8%	-4%	-1%	12	7%
Cc1cc(C)c(C(=O)COC(=O)c2cc([N+](=O)[O-])ccc2NCCO)cc1C	-2.1	8%	10%	-12%	-5%	0%	15	·
COc1ccc(CCNC(=O)C2=CCN(S(=O)(=O)c3ccc(F)cc3)CC2)cc1OC	-5.2	-4%	8%	-18%	2%	1%	-1	20%
COc1ccc(OC)c2c1cc(C(=O)N[C@@H](Cc1ccccc1)C(=O)O)n2C	0.8	-10%	14%	-5%	-18%	10%	0	2%
COc1cc(NC(=O)c2ccccc2)c(OC)cc1NC(=O)Cc1ccc(Br)cc1	-1.4	?	-16%	-1%	1%[57.1 µM]	12%	-4	9%
COc1ccc2nc(SCC(=O)c3ccco3)[nH]c2c1	-0.7	1%	11%	-30%	0%	-1%	·	7%
O=C1NCCCC1C(=O)N/N=C/c1cccc(Cl)c1 (stereo unspecified)	2.2	-1%	13%	-5%	18%	-12%	0	0%
COc1ccc(OCc2cc(C(=O)N3CCCC(CO)C3)no2)c2ccccc12 (stereo unspecified)	-1.3	2%	-5%	-4%	-28%	2%	5	·
Cc1ccccc1C(=O)NNC(=O)c1ccc2nc[nH]c2c1	-0.1	-2%	-23%	-3%	-14%	17%	?	1%
COc1cc(C(=O)NCC(c2ccco2)N2CCc3ccccc32)cc(OC)c1OC (stereo unspecified)	-0.7	3%	-6%	5%	-9%	-1%	-1	?
CCC(CC)NC(=O)COn1nnc2ccc(S(=O)(=O)N3CCOCC3)cc21	-0.7	0%	-16%	-7%	-5%	1%	-3	6%
c1ccc(-c2nn3nnnc3c3ccccc23)cc1	1.4	-32%[inhibitor]	0%	-10%	-2%	-4%	-6	2%
C/C(=N\NC(=O)c1ccc(Cl)cc1)c1cccs1	-3.8	-13%	-5%	-7%	-6%	-11%	-14	26%
CC(C)c1cccc(C(C)C)c1NC(=O)CCl	-4.4	15%	-21%	-9%	11%	2%	1	-2%
COc1cc(C2SCC(=O)N2c2c(C)n(C)n(-c3ccccc3)c2=O)ccc1O (stereo unspecified)	1.8	-8%	-29%	-23%	10%	-18%	1	9%
O=C(N/N=C\c1ccc(O)c([N+](=O)[O-])c1)c1ccccc1-n1cccc1	0.1	-18%	-19%	-15%	5%	-7%	14	·
Cc1cc(C(F)(F)F)nc(NCc2cccnc2)n1	0.1	14%	-1%	-13%	-2%	3%	·	?
COc1ccc(C(=O)Nc2ccc(F)cc2F)cc1OC	0.4	9%	0%	-9%	-5%	4%	0	-10%
CCOC(=O)C1CCN(C(=O)c2ccc(OCC)c(OCC)c2)CC1	0.6	-4%	7%	2%	-5%	0%	-3	-3%
CSc1nncn1/N=C/c1ccc([N+](=O)[O-])cc1	0.2	-6%	-17%	-2%	0%	-3%	12	3%
CC1CCN(C(=O)CN2C(=O)c3ccccc3S2(=O)=O)CC1	-2.2	10%	-3%	-2%	6%	-5%	-2	12%
CCCCN(C(=O)c1ccc2c(c1)OCO2)C1CCS(=O)(=O)C1 (stereo unspecified)	-0.3	-11%	-14%	-5%	9%	7%	0	-3%

4 of the compounds above, field by field.
compound: COc1cc(C2SCC(=O)N2c2c(C)n(C)n(-c3ccccc3)c2=O)ccc1O (stereo unspecified)
  IL2 activator = 1.8
  Abeta yeast res = -8%
  EPAC1 antag = -29%
  PLK1 PBD block = -23%
  WRN helicase inh = 10%
  EPAC1 ag = -18%
  PI5P4Ka inh = 1
  FUS suppressor = 9%
compound: O=C(N/N=C\c1ccc(O)c([N+](=O)[O-])c1)c1ccccc1-n1cccc1
  IL2 activator = 0.1
  Abeta yeast res = -18%
  EPAC1 antag = -19%
  PLK1 PBD block = -15%
  WRN helicase inh = 5%
  EPAC1 ag = -7%
  PI5P4Ka inh = 14
  FUS suppressor = ·
compound: CC(C)c1cccc(C(C)C)c1NC(=O)CCl
  IL2 activator = -4.4
  Abeta yeast res = 15%
  EPAC1 antag = -21%
  PLK1 PBD block = -9%
  WRN helicase inh = 11%
  EPAC1 ag = 2%
  PI5P4Ka inh = 1
  FUS suppressor = -2%
compound: CSc1nncn1/N=C/c1ccc([N+](=O)[O-])cc1
  IL2 activator = 0.2
  Abeta yeast res = -6%
  EPAC1 antag = -17%
  PLK1 PBD block = -2%
  WRN helicase inh = 0%
  EPAC1 ag = -3%
  PI5P4Ka inh = 12
  FUS suppressor = 3%

Returning to the listing with the three entries that preceded the break.
SMILES	IL2 activator	Abeta yeast res	EPAC1 antag	PLK1 PBD block	WRN helicase inh	EPAC1 ag	PI5P4Ka inh	FUS suppressor
CSc1nncn1/N=C/c1ccc([N+](=O)[O-])cc1	0.2	-6%	-17%	-2%	0%	-3%	12	3%
CC1CCN(C(=O)CN2C(=O)c3ccccc3S2(=O)=O)CC1	-2.2	10%	-3%	-2%	6%	-5%	-2	12%
CCCCN(C(=O)c1ccc2c(c1)OCO2)C1CCS(=O)(=O)C1 (stereo unspecified)	-0.3	-11%	-14%	-5%	9%	7%	0	-3%
COc1ccc2ccccc2c1C1NC(=O)c2ccccc2N1 (stereo unspecified)	-5.1	-2%	4%	-9%	-1%	6%	8	·
O=C(COc1ccccc1F)c1ccc(O)cc1O	-2.3	0%	12%	-3%	-15%	3%	-5	14%
CCCC(C)C(=O)Nc1cc([N+](=O)[O-])ccc1F (stereo unspecified)	0.4	0%	-18%	-9%	-15%	4%	4	·
COc1ccccc1C1NC(=O)NC(C)=C1C(=O)OC1CCCCC1 (stereo unspecified)	-1.6	-17%	-6%	-14%	-1%	-3%	-7	-16%
O=C(Nc1ccc2c(c1)OCCO2)C1CCCN1C(=O)Nc1ccc(F)cc1 (stereo unspecified)	-2.0	0%	-21%	-9%	1%	-8%	3	3%
COc1ccc(C(=O)OCC(=O)c2ccc3[nH]c(=O)[nH]c3c2)c(OC)c1OC	-0.5	-2%	12%	-2%	-8%	8%	-2	12%
N#CC1=C(N)Oc2ccccc2C12C(=O)Nc1n[nH]c(-c3ccccc3)c12 (stereo unspecified)	-2.0	17%	-1%	1%	-4%[57.1 µM]	-6%	-1	-3%
CCCCCOc1ccc(NC(=O)C(=O)NCCC2=CCCCC2)cc1	-0.6	-2%	14%	-4%	3%	2%	4	-3%
COc1cc(CN(C(=O)c2ccco2)C2CCS(=O)(=O)C2)cc(OC)c1OC (stereo unspecified)	-0.5	7%	-23%	-20%	-4%	-11%	7	19%
COc1ccc([C@H]2C[C@@H](O)[C@H](n3cc(-c4ccc(F)cc4)nn3)CN2CC2CCCCC2)cc1	-2.1	-5%	2%	0%	-5%	-2%	4	16%

Assay outcomes (PubChem BioAssay)
